Bioassay records (PubChem)
MITF primary: human MITF inhibition, primary screen. O75030. inhibition, % at 2.6 µM. hit rate 0.91% among 650,000. AlphaScreen MITF homodimerization, bead proximity signal; in the data active = inhibition above about 50%;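 note: 0% = vehicle wells with protein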
Target sequence (O75030 whole entry, looked up): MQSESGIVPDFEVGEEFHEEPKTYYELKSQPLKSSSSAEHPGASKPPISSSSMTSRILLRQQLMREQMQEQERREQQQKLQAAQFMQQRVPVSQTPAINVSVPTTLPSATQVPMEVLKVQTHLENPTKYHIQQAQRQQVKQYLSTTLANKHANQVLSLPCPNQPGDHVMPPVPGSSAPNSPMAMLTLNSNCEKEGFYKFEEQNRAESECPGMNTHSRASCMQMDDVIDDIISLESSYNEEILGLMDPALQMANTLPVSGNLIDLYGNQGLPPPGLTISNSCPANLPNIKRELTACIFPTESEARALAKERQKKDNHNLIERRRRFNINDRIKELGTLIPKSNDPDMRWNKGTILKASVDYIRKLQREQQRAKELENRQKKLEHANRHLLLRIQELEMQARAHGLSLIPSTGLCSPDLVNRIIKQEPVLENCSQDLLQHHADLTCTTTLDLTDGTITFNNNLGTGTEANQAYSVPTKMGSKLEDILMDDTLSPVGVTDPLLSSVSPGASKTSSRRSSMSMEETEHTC
TEAD-YAP inh: TEAD-YAP interaction inhibition | inhibition, % at 9.12 µM | hit rate 1.4% among 640,000 | HEK-TIYL cells, TEAD-Gal4/YAP UAS-luciferase luminescence; in the data active = inhibition above about 32%;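 note: 0% = median of test compound wells and 100% = reference inhibitor wells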
FBW7 activator: activators of human E3 ligase FBW7. Q969H0. AlphaScreen FBW7–phospho-cyclin E peptide binding, activator screen. normalized activity (activation), % at 26.1 µM. hit rate 0.13% among 650,000; in the data active = normalized activity above about 1.9%;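 note: purified mutant Fbw7 with reduced substrate affinity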
GPR151 activ: activators of human GPR151 | AID 1508602 | PathHunter beta-arrestin GPR151 cells, luminescence | activation, % at 11.2 µM | hit rate 1% among 650,000 | Q8TDV0; in the data active = activation above about 4.9%;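 note: 0% = median of compound wells and 100% = cells with positive control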
Target sequence (Q8TDV0 whole entry, looked up): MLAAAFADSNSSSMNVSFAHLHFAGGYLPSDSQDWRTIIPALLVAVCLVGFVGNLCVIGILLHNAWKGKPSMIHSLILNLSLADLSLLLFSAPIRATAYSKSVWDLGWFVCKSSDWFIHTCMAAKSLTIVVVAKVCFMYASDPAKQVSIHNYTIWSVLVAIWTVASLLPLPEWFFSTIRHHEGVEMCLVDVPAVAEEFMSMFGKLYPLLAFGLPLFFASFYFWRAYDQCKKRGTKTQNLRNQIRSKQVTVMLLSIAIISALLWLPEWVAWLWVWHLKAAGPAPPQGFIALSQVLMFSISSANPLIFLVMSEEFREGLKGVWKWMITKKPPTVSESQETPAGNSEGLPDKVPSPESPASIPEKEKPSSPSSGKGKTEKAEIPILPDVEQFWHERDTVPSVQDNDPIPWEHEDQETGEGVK
Starred values were filed as active, the others as inactive. Not a hit list (roughly 3.4% active in at least one column).

Structure | TEAD-YAP inh | FBW7 activator | GPR151 activ | MITF primary
O=C(c1ccccc1)c1ccc(NC(=O)c2cccs2)c(NC(=O)c2cccs2)c1 | 8 | 0.0 | -1.5 | 14
CC(C)C1N=C(c2cccc(Br)c2)CC(c2ccccc2O)N1 (stereo not drawn) | -15 | 0.1 | 2.7 | 8
COc1ccc(C2CC(=O)N(CC(=O)NCc3ccccc3)c3ccccc3S2)cc1 (stereo not drawn) | 0 | -0.3 | 0.2 | -7
CCCCC(=O)NCc1ccc(F)cc1 | -9 | 0.2 | -0.4 | 57*
O=C1CCCN1C(=O)Cn1cnc2sc3c(c2c1=O)CCCC3 | 5 | -0.1 | 0.3 | 0
N#Cc1c(C(F)(F)F)nc(=O)n2ccccc12 | 11 | 0.1 | -0.8 | 6
Cn1c(=O)oc2cc(S(=O)(=O)N3CCN(c4cccc(Cl)c4)CC3)ccc21 | 1 | -0.1 | 1.2 | 2
Cc1cc(C)c(C)c(OCCCCn2ccnc2)c1 | -9 | 0.3 | -0.7 | -4
Cc1cccc(C(=O)Nc2nnc(C(C)C)s2)c1[N+](=O)[O-] | -21 | 0.1 | -1.6 | 10
Cn1c(=O)c2c(nc(N(CCO)CCO)n2Cc2ccccc2)n(C)c1=O | 0 | -0.1 | -0.8 | -8
O=S1(=O)N=C(N2CCc3ccccc3C2)c2ccccc21 | -8 | -0.5 | 1.2 | -3
Cc1ccc(S(=O)(=O)N(NC2=NS(=O)(=O)c3ccccc32)C(=O)c2ccccc2)cc1 | 0 | 0.1 | 1.9 | 5
CC(C)NC(=O)CSc1nnc(COc2cccc3ccccc23)n1C | -1 | 0.1 | 0.1 | -1
Cc1cc(OCC(=O)NCc2ccco2)c(C)cc1Br | -3 | 0.1 | 1.3 | -5
O=C1/C(=C/c2ccc(-c3ccc(Br)cc3)o2)C=C(c2ccccc2)N1c1ccccc1Cl | 9 | -0.1 | -0.7 | 5
COc1cc(C(=O)OCC(C)=O)c([N+](=O)[O-])cc1OC | 1 | 0.1 | -0.6 | 8
COc1cccc(-n2c(=O)c3c(C)c(C)sc3n(CC(=O)NC3CCCCC3)c2=O)c1 | 3 | 0.5 | -0.2 | 2
Cc1cc(/C=C(\C#N)c2nc3ccccc3[nH]2)c(C)n1-c1ccc(F)cc1 | 71* | -0.2 | -1.1 | -5
CC(c1ccccc1)n1c(N2CCNCC2)nc2c1c(=O)[nH]c(=O)n2C (stereo not drawn) | 5 | 0.0 | 0.1 | 1
COc1ccc(C2C(=O)N(C3CCCCCC3)CC(=O)N2C2CCCCCCC2)cc1OC (stereo not drawn) | 2 | -0.1 | 1.8 | -3
O=C(CSc1nc2cc(Cl)ccc2s1)Nc1ccc(OC(F)(F)F)cc1 | 2 | -0.1 | 0.2 | -6
COc1ccccc1OCCOc1c(I)cc(/C=C2/C(=N)N3C(c4ccccc4)=CSC3=NC2=O)cc1OC | -2 | 0.0 | 0.4 | 9
OCNc1nc(NCO)nc(NCO)n1 | -3 | 0.1 | -1.5 | -12
O=C(CSc1nc2ccccc2s1)Nc1ccc2ccccc2c1 | -4 | -1.5 | 1.2 | 1
O=C(O)CSc1nc2nc[nH]c(=O)c2[nH]1 | -1 | 0.2 | -0.3 | 10
COc1ccc(NS(=O)(=O)/C=C/c2ccccc2)cc1 | -3 | 0.1 | -0.5 | 3
COc1cccc(C(=O)Nc2noc3ccccc23)c1 | 57* | -0.2 | -8.8 | -9
Cc1cccc(OCC(=O)Nc2ccc3oc(=O)ccc3c2)c1 | 9 | -0.1 | 0.2 | 5
Cc1ccc(S(=O)(=O)CCC#N)cc1C | 5 | 0.1 | -0.4 | 5
CC(C)N(C)Cc1nc(NCC2CCCO2)c2ccc(Cl)cc2n1 (stereo not drawn) | -5 | 0.0 | 0.1 | 6
COC(=O)CN(c1cccc(Cl)c1)S(=O)(=O)c1ccc(Cl)cc1 | 11 | 0.3 | -0.5 | 15
CCOc1ccc(NC(=O)c2cc3c(=O)n4cccc(C)c4nc3s2)cc1 | 9 | 0.1 | -0.9 | 5
COc1ccccc1/C=C1/N=C(c2ccc(OC)c(OC)c2)N(c2cccc(Cl)c2C)C1=O | 4 | 0.0 | -0.5 | 8
Cc1oc2c(c1C(=O)Nc1cccc(C(=O)O)c1)CCCC2 | -34 | 0.5 | -0.3 | 12
CC(C)Oc1ccc(CNC(=O)Cn2c(=O)oc3ccccc32)cc1 | -8 | -0.1 | 5.3* | -1
COc1ccc(F)c(CN2CCC3(CC2)CC3C(=O)NCc2cccnc2)c1 (stereo not drawn) | -6 | 0.0 | 0.0 | 4
CC1C(=O)N2CCCc3cc(NC(=O)c4ccccc4Cl)cc1c32 (stereo not drawn) | 0 | 0.0 | -1.2 | 8
CSc1ccc(C2C(C(=O)OCCOc3ccccc3)=C(C)NC3=C2C(=O)CCC3)cc1 (stereo not drawn) | -2 | 0.1 | 3.1 | 5
CC(NS(=O)(=O)c1ccccc1)C(=O)Nc1ccccc1C(F)(F)F (stereo not drawn) | -2 | -0.3 | 2.1 | -3
Cc1ccc(C2=NC(c3ccc(F)c(Br)c3)NC(c3ccccc3O)C2)cc1 (stereo not drawn) | -45 | 0.1 | -1.8 | 7
CCCCCOC(=O)C1=C(C)NC2=C(C(=O)CCC2)C1c1ccc(O)c(OC)c1 (stereo not drawn) | -10 | 0.1 | 0.5 | 7
Cn1nccc1Nc1nc2ncnc(NCCc3ccc(O)cc3)c2[nH]1 | -9 | 0.4 | -0.9 | 12
COc1ccccc1-n1nnc(C(=O)NCCc2ccc(Cl)cc2)c1N | -6 | -0.1 | 0.5 | 10
Cc1cc2[nH]c(=S)[nH]c2cc1C | -4 | -0.1 | -0.7 | 8
OC1CCC(Nc2nc(NCc3ccccc3)c3ncn(C4CCCCC4)c3n2)CC1 (stereo not drawn) | -47 | 0.0 | -2.2 | 19
O=C(NCc1ccccc1)c1ccc2cncc(-c3ccccc3)c2n1 | 66* | 0.1 | -0.6 | 60*
O=c1nc(SCc2cccc(F)c2)c2c([nH]1)CCCC2 | 7 | -0.1 | -1.4 | 11
Cc1ccc2c(N)c(C(=O)c3ccccc3)sc2n1 | -49 | 0.3 | -0.8 | -8
COC(=O)c1ccc2c(=O)[nH]c3c(C(=O)NCc4ccc5c(c4)OCO5)sc(=S)n3c2c1 | 7 | 0.6 | -1.1 | 7
Nc1nc(NC2CC2)cc(-c2ccc(N3CCOCC3)nc2)n1 | 0 | -0.1 | -1.9 | 6

Molecules above that have an aryl thioether with sulfur outside any ring:
Structure | TEAD-YAP inh | FBW7 activator | GPR151 activ | MITF primary
CC(C)NC(=O)CSc1nnc(COc2cccc3ccccc23)n1C | -1 | 0.1 | 0.1 | -1
O=C(CSc1nc2cc(Cl)ccc2s1)Nc1ccc(OC(F)(F)F)cc1 | 2 | -0.1 | 0.2 | -6
O=C(CSc1nc2ccccc2s1)Nc1ccc2ccccc2c1 | -4 | -1.5 | 1.2 | 1
O=C(O)CSc1nc2nc[nH]c(=O)c2[nH]1 | -1 | 0.2 | -0.3 | 10
CSc1ccc(C2C(C(=O)OCCOc3ccccc3)=C(C)NC3=C2C(=O)CCC3)cc1 (stereo not drawn) | -2 | 0.1 | 3.1 | 5
O=c1nc(SCc2cccc(F)c2)c2c([nH]1)CCCC2 | 7 | -0.1 | -1.4 | 11

Following part
Structure | TEAD-YAP inh | FBW7 activator | GPR151 activ | MITF primary
C/C(=N\NC(N)=O)C1CC(c2ccccc2)C(=O)O1 (stereo not drawn) | 0 | -0.1 | 0.4 | 8
O=[N+]([O-])c1ccc(N2CCOCC2)cc1Sc1nnnn1-c1ccccc1 | -4 | 0.1 | -0.6 | -11
COc1ccc(NC(=O)c2sc3cc(C)ccc3c2Cl)c([N+](=O)[O-])c1 | 3 | -0.1 | -0.5 | -4
O=C(CCC(NS(=O)(=O)c1ccccc1)C(=O)O)NS(=O)(=O)c1ccccc1 (stereo not drawn) | -6 | 0.2 | -0.6 | 14
O=C(Oc1ccc(Cl)cc1)c1ccc(C(=O)Oc2ccc(Cl)cc2)cc1 | 3 | 0.0 | 0.2 | 16
CCCC(=O)Nc1nc(C(=O)OCC)cs1 | -20 | 0.1 | -0.9 | -5
O=C(Oc1ccc(-c2nc(-c3ccc(Br)cc3)no2)cc1)c1ccccc1 | 4 | 0.1 | -0.1 | 3
COc1ccc(S(=O)(=O)N2CCCN(S(=O)(=O)c3ccc(OC)c(OC)c3)CC2)cc1OC | 1 | -0.1 | -0.4 | 1
CC(=O)N1CCN(Cc2c(F)cccc2Cl)CC1 | -6 | 0.0 | 0.6 | -2
Cc1cc(=O)n2c(-c3cccc(NC(=O)c4ccc(F)cc4)c3)csc2n1 | 11 | 0.1 | 1.1 | 0
COc1ccc(-c2nnc3sc(NC(=O)c4ccccc4F)nn23)cc1 | 11 | 0.0 | 2.9 | -5
CCOc1ccc2ccccc2c1C(=O)Nc1c2c(nn1-c1cccc(Cl)c1)CS(=O)C2 (stereo not drawn) | -1 | 0.2 | -1.1 | 2
COc1ccc2[nH]c(=O)c(CN(Cc3ccc(F)cc3)C(C)=O)cc2c1 | 12 | -0.1 | -0.7 | 14
COc1ccccc1NC(=O)CN1C(=O)CSCC1=O | 0 | 0.0 | -1.0 | 12
COCCCNC(=O)C1CC(=O)N(C2CCCC2)C1 (stereo not drawn) | -2 | 0.3 | -1.6 | 14
O=C(Nc1ccnn1C1CCN(Cc2cnc(N3CCOCC3)s2)CC1)C1CC1 | 4 | 0.1 | 0.1 | 14
CCOC(=O)NC1(C(F)(F)F)C(=O)N(c2ccc(F)cc2)C2=C1C(=O)CC(C)(C)C2 (stereo not drawn) | -2 | 0.1 | 0.4 | 8
Cc1ccc2oc(-c3ccc(N)cc3)nc2c1 | 69* | -0.1 | -7.3 | 5
Cc1ccc(S(=O)(=O)N2CCN(c3ccc([N+](=O)[O-])cc3Cl)CC2C)cc1 (stereo not drawn) | 5 | -0.4 | 0.0 | -12
O=C(NCCc1ccc(O)c(O)c1)C(F)(F)F | 3 | 0.1 | 1.4 | 19
CCOC(=O)c1sc(NC(=O)c2ccccc2)nc1C | -59 | 0.1 | -1.2 | -1
CC(C)c1csc(CN2CCN(C3CCN(C(C)C)CC3)C(CCO)C2)n1 (stereo not drawn) | 1 | 0.3 | 0.5 | -8
Cc1cc(C)nc(SCC(=O)Nc2nc(=O)c3ccccc3s2)n1 | 0 | 0.0 | 0.4 | -10
Cc1nc(NC(=O)c2cc(Cl)ccn2)sc1C(=O)N(C)C | -33 | -1.1 | -1.0 | 15
N#Cc1cnn2ccc(-c3cc(N4CCOCC4)ccc3[N+](=O)[O-])nc12 | 0 | -0.1 | 2.6 | 6
COc1cccc(NC(=O)C2C3CC4OC(=O)C2C4C3)c1 (stereo not drawn) | 9 | -0.1 | 0.1 | -7
CCC(C(=O)Nc1nnc(C)s1)c1ccccc1 (stereo not drawn) | 10 | 1.5 | 0.7 | 16
CCN(CC)c1ccc(/C=C2\NC(=S)N(C)C2=O)cc1 | -27 | 0.2 | -0.2 | 17
Cc1cccn2cc(-c3cc4cc(Br)ccc4oc3=O)nc12 | -5 | 0.3 | 2.9 | -6
Cc1cnn(-c2cc(N/N=C/c3ccc(O)cc3O)ncn2)c1 | 11 | -0.5 | 0.4 | 36
Cc1ccc(CSc2ccc(-c3sc(-c4cccnc4)nc3C)nn2)cc1 | -2 | -0.1 | 0.4 | 10
CC1CCCCN1C(=O)CSc1nnc(-c2ccc(O)cc2)o1 (stereo not drawn) | 49* | 0.1 | -0.8 | -6
CCOc1ccc2[nH]c(=O)c(CN(C(=O)c3cccnc3)C3CCCC3)cc2c1 | 12 | 0.0 | 0.1 | 0
Cc1ccc2nc3sc(C(=O)Nc4c[nH]c(=O)[nH]c4=O)c(N)c3cc2c1 | -20 | -0.2 | 1.7 | 1
COC(=O)C1CCCN1S(=O)(=O)c1cccc2nsnc12 (stereo not drawn) | -2 | -0.2 | -0.1 | 3
O=c1oc2ccccc2n1CC(Br)CBr (stereo not drawn) | 5 | 1.4 | -1.6 | 20
COc1cc(OC)c(-c2nc(-c3ccccc3)c(-c3cccs3)[nH]2)cc1OC | 6 | -0.1 | -0.2 | 0
CC(=O)Nc1ccc(Oc2nnc(-c3ccccc3)c3ccccc23)cc1 | -10 | -0.2 | 0.7 | 4
Clc1ccc(C2=CC(c3ccc(Cl)cc3)n3ncnc3N2)cc1 (stereo not drawn) | -1 | -0.2 | 4.3 | -4
Cc1ccc(NC(=O)/C(C#N)=C/c2c(Oc3ccccc3)nc3ccccn3c2=O)cc1 | 6 | 0.1 | -0.8 | 17
Cc1ccc(C(=O)NCCN(C)C)cc1[N+](=O)[O-] | 6 | 0.0 | 0.3 | 8
Nc1nonc1N=NN(CC(=O)N/N=C/c1ccccc1Cl)c1nonc1N | -1 | 0.0 | -0.6 | -2
COc1ccc(C2C=C(c3ccccc3)Nc3nc(CCCO)nn32)cc1 (stereo not drawn) | 8 | -0.1 | -0.4 | 10
Cc1ccc2c(c1)-c1onc(C(=O)Nc3ccccc3C#N)c1CO2 | 7 | -0.2 | -0.1 | 3
COc1ccc(CC2(CCC(=O)NC3CCOC3=O)CCC(=O)N2)c2ccccc12 (stereo not drawn) | -11 | 0.2 | -1.4 | 14
O=c1oc2ccccc2cc1-c1nc(-c2cccc([N+](=O)[O-])c2)n[nH]1 | -8 | 0.0 | -1.0 | -10
CCOCCCNC(=O)CN1Cc2ccccc2C1=O | 1 | 0.0 | 1.1 | 3
CCCOc1ccc(/C(O)=C2\C(=O)C(=O)N(CCN(C)C)C2c2ccccc2F)c(C)c1 (stereo not drawn) | 11 | 0.4 | 0.4 | 5
Cc1ccc(NCC(=O)N/N=C\c2ccccc2OCC(=O)O)cc1 | 8 | 0.0 | -0.7 | 8
CCN(CC)S(=O)(=O)c1ccc(Br)c(C(=O)O)c1 | -1 | 0.1 | -2.2 | 7
COCCCNC(=O)c1cc(Cl)ccc1[N+](=O)[O-] | -2 | 0.0 | 0.2 | 2
CN(C)CCNC(=O)CCCCCn1c(=S)[nH]c2ccccc2c1=O | -1 | 0.1 | -0.9 | -4
